Gal4-VP16 FLuc: Gal4-VP16 reporter inhibition counter-screen | 3.5% of 310,000 active | Potency, µM (highest dose often 53.6 µM), for the others: at the top dose activity, negative = inhibition, usual class: inhibitors | Drosophila S2 Gal4-VP16 UAS-luciferase, luminescence, 20 h;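 further: Gal4-VP16 expression switched on by copper sulfate through the metallothionein promoter; on the % scale 0 is the no-effect control and ±100 the full control effect; nearly all actives have a fitted effect of over 50% in size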
ELG1 genotox: induces genotoxicity in HEK293T cells with luciferase-tagged ELG1 | HEK293T ELG1-luciferase reporter, luminescence, 16 h | Potency, µM (series often up to 46 µM), for the others: top-dose activity change, positive = activation, actives largely listed as activators | 1.3% of 330,000 active | AID 504466; further: % of control where 0% means no effect; nearly all actives have a fitted effect of over 60% in size
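Genotoxicity was scored as increased ELG1-luciferase reporter signal, measured by ONE-Glo luminescence (30 min, room temperature). Compound or vehicle exposure of the HEK293T reporter cells lasted 16 hr at 37°C.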
uPA generation: inhibitors of cell surface uPA generation. cell surface uPA generation assay, qHTS. Potency, µM (titrated, usually from 38.3 µM), for the others: at the highest dose activity change, negative = inhibition, actives largely listed as inhibitors. 0.31% of 330,000 active. AID 540303; active means well fitted inhibition curve with a large enough effect; inconclusive means small, poorly fitted or top-dose-only effect; inactive means no such curve, though single readings can be large or run the other way; tested in mouse RAW 264.7 cells; further: on the % scale 0 is the no-effect control and ±100 the full control effect; nearly all actives have a fitted effect of over 55% in size
MBNL1 CUG block: MBNL1-poly(CUG) RNA binding inhibition; Q9NR56; TR-FRET MBNL1-His/biotin-(CUG)12 binding, 665/545 ratio; 0.036% of 280,000 active; Potency, µM (series often up to 57.5 µM), for the others: top-dose activity change, negative = inhibition, most hits filed as inhibitors; active means well fitted inhibition curve with a large enough effect in the signal ratio, with a control signal flat, not every such curve was filed as active; inconclusive means small, poorly fitted or top-dose-only effect, or effect the other way, or a change in a side signal; inactive means no such curve, though single readings can be large or run the other way; the % refers to the signal ratio; further: on the % scale 0 is the no-effect control and ±100 the full control effect
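MBNL1-His + Biotin-(CUG)12, cpd titration 92 nM–58 uM; Tb anti-His Ab 0.055 ng/ul, SA-XL665 5 nM (final); 60 min RT; ratiometric 665/545 nm, Ex 340 nm; normalized to buffer and full-complex controls.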
p53 reactivator: mutant p53 re-activation in reporter cells; 0.063% of 320,000 active; Potency, µM (top dose mostly 92.2 µM), for the others: at the top dose activity change, positive = activation, most hits filed as activators; H1299 p53-A138V BP100-luciferase reporter, luminescence, 24 h; AID 504706; further: % of control where 0% means no effect; nearly all actives have a fitted effect of over 45% in size
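p53-null H1299 cells stably carrying temperature-sensitive p53-A138V and a BP100-luciferase reporter were pinned with compounds (4-point, 1:5 series) and held 24 hrs at 37 deg C. Luminescence was read 10 min after detection reagent.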
RORg inh: inhibitors of mouse ROR gamma transcriptional activity. Potency, µM (doses to about 53.6 µM), inactives show at the top dose activity change, negative = inhibition, hits mostly inhibitors. Drosophila S2 Gal4-RORgamma UAS-luciferase reporter, 20 h. AID 2551. 5.4% of 310,000 active; further: on the % scale 0 is the no-effect control and ±100 the full control effect; nearly all actives have a fitted effect of over 60% in size
Target sequence (P51450 whole entry, looked up, the tested form may be a part): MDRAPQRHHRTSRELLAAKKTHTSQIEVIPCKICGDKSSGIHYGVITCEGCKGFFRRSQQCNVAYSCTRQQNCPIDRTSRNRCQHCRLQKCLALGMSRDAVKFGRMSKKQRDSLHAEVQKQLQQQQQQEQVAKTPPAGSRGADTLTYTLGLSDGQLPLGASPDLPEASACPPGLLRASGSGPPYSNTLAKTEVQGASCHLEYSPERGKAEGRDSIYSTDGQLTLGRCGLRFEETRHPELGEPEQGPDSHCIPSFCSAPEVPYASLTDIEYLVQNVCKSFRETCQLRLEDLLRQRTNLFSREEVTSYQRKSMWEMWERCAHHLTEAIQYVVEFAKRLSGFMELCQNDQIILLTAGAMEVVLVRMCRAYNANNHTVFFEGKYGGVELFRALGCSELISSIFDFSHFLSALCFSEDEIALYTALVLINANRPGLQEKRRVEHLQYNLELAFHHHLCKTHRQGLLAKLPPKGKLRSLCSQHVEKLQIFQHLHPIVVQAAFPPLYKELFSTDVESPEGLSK
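Drosophila Schneider cells stably carrying a metallothionein-driven Gal4 DBD–ROR gamma fusion and a UAS-Photinus luciferase reporter were exposed to compound for 1 hr, then induced with copper sulfate (700 uM final) for 20 hr at ambient temperature before luminescence reading.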
NPC1 prom act: NPC1 promoter activation; Huh7 NPC1 promoter luciferase reporter, 24 h; Potency, µM (highest dose often 9.22 µM), for inactives: at the top dose activation, actives largely listed as activators; 2.4% of 320,000 active;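 further: % of control where 0% means no effect; nearly all actives have a fitted effect of over 60% in size; reporter is driven by a mutant NPC1 promoter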
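Stable NPC1-promoter luciferase Huh7 line; cpd (DMSO) 24 h, 37 °C, 5% CO2; Amplite luciferase reagent 10 min RT; luminescence readout. qHTS format.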
BRCA1 expr act: increases BRCA1 expression. Potency, µM (highest dose often 46.1 µM), for the others: at the top dose activation, actives largely listed as activators. MCF7-BRCA1-FFLuc reporter, luminescence, 48 h; response scale: scaled: vehicle 0%, 10 µM genistein 100%. 1.1% of 380,000 active; further: nearly all actives have a fitted effect of over 80% in size; some results filed as inactive show a strong effect at the top dose
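MCF7 cells carrying a BRCA1-firefly luciferase reporter (2000 cells/well, phenol-red free MEM) were attached for 2 h at 37 °C, then given compounds for 48 h. Luminescence was read 15 min after luciferase reagent; activity normalized to genistein (10 microM) and DMSO.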
FLuc counter: firefly luciferase modulation, counter-screen for miR-21 project | P08659 | purified FLuc, Km substrates, luminescence inhibition | Potency, µM (titrated, usually from 57.5 µM), without a hit: top-dose activity change, negative = inhibition, usual class: inhibitors | 6.9% of 360,000 active;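 further: plate controls were vehicle for no effect and reference inhibitor for full effect; nearly all actives have a fitted effect of over 55% in size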
Target sequence (P08659 whole entry, looked up): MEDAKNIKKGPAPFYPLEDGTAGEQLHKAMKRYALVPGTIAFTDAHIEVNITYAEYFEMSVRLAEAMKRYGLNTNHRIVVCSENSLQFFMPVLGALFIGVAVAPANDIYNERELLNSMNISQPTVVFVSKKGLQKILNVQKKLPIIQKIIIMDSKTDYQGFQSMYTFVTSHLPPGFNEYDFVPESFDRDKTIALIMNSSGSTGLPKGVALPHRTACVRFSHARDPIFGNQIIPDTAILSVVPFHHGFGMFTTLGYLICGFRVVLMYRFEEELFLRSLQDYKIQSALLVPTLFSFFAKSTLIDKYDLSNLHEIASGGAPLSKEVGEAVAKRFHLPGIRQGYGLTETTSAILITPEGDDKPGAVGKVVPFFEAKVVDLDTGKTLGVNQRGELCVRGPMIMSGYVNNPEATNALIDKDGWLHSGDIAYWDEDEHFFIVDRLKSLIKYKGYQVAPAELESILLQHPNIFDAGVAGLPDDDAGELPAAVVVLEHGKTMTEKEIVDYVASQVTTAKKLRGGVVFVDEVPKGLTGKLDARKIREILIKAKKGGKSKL
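Purified P. pyralis luciferase, 10 nM final, with Km-level 10 uM D-luciferin and 10 uM ATP in 50 mM Tris acetate pH 7.5, 10 mM Mg acetate, 0.01% Tween-20, 0.05% BSA; 6-point qHTS titration about 60 µM downward; luminescence read.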
Rab9 prom act: Rab9 promoter activation. Huh7 Rab9 promoter-luciferase reporter, luminescence, 24 h. Potency, µM (series often up to 9.22 µM), for the others: at the highest dose activation, negative = inhibition, usual class: activators. 2.8% of 320,000 active; further: % of control where 0% means no effect; nearly all actives have a fitted effect of over 60% in size
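Huh7 cells stably carrying a Rab9 promoter-luciferase reporter, 1500 cells per well in OP-MEM I with 10% FBS, treated with compound 24 hours at 37C. Luciferase activity read by luminescence after 10 minutes with Amplite reagent.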
* hit, by the source's call; ? = inconclusive; · = no result given; [ ] = remark or other dose. Unless noted, the call rests on the fitted dose curve; in most records, active means well fitted curve in the direction sought with a large enough effect; inconclusive means small, poorly fitted or top-dose-only effect, or another doubt; inactive means no such curve, though single readings can be large; an effect the other way counts as inactive or inconclusive. Potency means the concentration at half of the fitted maximal effect. An unsorted share of the library; about 13% have a hit in one of these screens.

SMILES,RORg inh,Gal4-VP16 FLuc,BRCA1 expr act,p53 reactivator,MBNL1 CUG block,ELG1 genotox,Rab9 prom act,NPC1 prom act,FLuc counter,uPA generation
CC(C)N(Cc1ccccc1)C(=O)COC(=O)C1CCN(S(=O)(=O)c2ccc3c(c2)OCCO3)CC1,·,·,10%,0%,·,6%,-2%,-2%,12%,-6%
CCOC(=O)c1sc2nc(N3CCCC3)c3c(c2c1N)CC(C)(C)OC3,37%,0%,-4%,-6%,13%,6%,3%,-1%,-2%,-1%
CCC(C)CCN1C(Nc2ccccc2)=NC[C@@H]1CC(C)C (stereo partly specified),-10%,2%,-37%,·,8%,-6%,2%,0%,0%,?
Cc1cc(C)n2nc(SCC(=O)c3cc(C)n(-c4cc(C)on4)c3C)nc2n1,-5%,4µM*,-67%,-4%,0%,-4%,-15%,-14%,-14%,-9%
CC(=O)Nc1ccc(OS(=O)(=O)c2ccc(Cl)cc2)cc1,2%,25%,58%,3%,0%,5%,2%,3%,-1%,2%
Cc1ccc2nc(-c3ccncc3)cc(C(=O)N3CCOCC3)c2c1,0%,3%,-2%,7%,7%,-3%,-1%,-3%,-2%,-2%
CCn1ccc(C(=O)NC2=C(C#N)CCC2)n1,7%,-9%,1%,5%,-1%,-2%,20%,4%,4%,5%
CCc1ccc(C(=O)NC(=S)Nc2ccccc2N2CCOCC2)cc1,3.5µM*,3.2µM*,-17%,3%,-1%,-11%,11%,10%,-2%,1%
COc1cc(Cl)c(C)cc1NC(=O)Cn1c(NCCO)nc2ccccc21,7%,0%,8%,-9%,-4%,-7%,-1%,-6%,0%,3%
O=C(/C(C=Nc1cc2c(oc1=O)CCCC2=O)=C(\O)c1ccccc1)c1ccccc1,?,25%[10 µM],37%,10%,20%,13%,-10%,-6%,0%,-12%
O=C(/C=C/c1ccc(Br)cc1)Nc1ccc(S(=O)(=O)Nc2ncccn2)cc1,18%,6%,2%,12%,7%,2%,-7%,-2%,-26%,11%
O=C(Nc1nc2c(F)cc(F)cc2s1)C1CC1,5%,-26%,100%,·,-14%,?,?,?,?,-12%
COC(=O)c1ccc(CSc2nnc(CNC(=O)COc3ccc(Cl)cc3)o2)o1,14%,11%,-8%,-8%,-16%,1%,-6%,0%,-1%,-2%
COc1ccccc1CCNC(=O)CN1C(=O)c2ccccc2S1(=O)=O,·,·,1%,16%,·,1%,13%,13%,?,-1%
COc1cc(O)oc1C=Nc1ccc(C(F)(F)F)cc1,40%,3%,13%,7%,?,5%,?,25%,?,-1%
COc1ccc2[nH]c3c(=O)n(CCc4ccccc4)cnc3c2c1,-1%,2%,63%,4%,-14%,19%,23%,22%,5%,1%
Cc1c(N2C(=O)/C(=C3/C(=O)N(C)c4ccccc43)SC2=S)c(=O)n(-c2ccccc2)n1C,7.9µM*,9%,-3%,-2%,7%,3%,3%,0%,-2%,·
Cc1ccc2c(c1)NCC(C(=O)NC1CCC(C)CC1)O2 (stereo unspecified),14%,1%,43%,?,-13%,0%,28%,20%,-12%,1%
CN(NC(=O)c1ccccc1)c1nc2ccccc2nc1C(F)(F)F,-3%,-2%,-71%,-6%,0%,-2%,-20%,-30%[inhibitor],6%,-9%
CC(=O)c1ccccc1NC(=O)COC(=O)Cc1cccc(C(F)(F)F)c1,·,·,15%,0%,·,-2%,4%,2%,2%,2%
CCOc1ccc(NC(=O)CN(c2ccc([N+](=O)[O-])cc2)S(=O)(=O)c2ccccc2)cc1,-2%[10 µM],0%,-88%,8%,·,-7%,-5%,-8%,0%,-5%
O=c1nc(N2CCOCC2)ccn1-c1nc(-c2ccccc2)sc1-c1ccccc1,?,-6%,0%,-4%,·,-2%,0%,4%,-5%,5%
O=C(c1ccccc1F)N1CCC(O)(c2cccnc2)CC1,9%,1%,14%,0%,-6%,-4%,2%,-4%,0%,-1%
CC(C)(C)c1nnc(NC(=S)Nc2ccccc2)s1,0.28µM*,0.89µM*,2.8µM*,-5%,-1%,?,3.2µM*,3.5µM*,9.5µM*,0%
O=C(COC(=O)c1cccc(S(=O)(=O)N2CCCC2)c1)Nc1ccccc1C(F)(F)F,·,·,3%,2%,·,2%,-3%,-1%,1%,-1%
CCC(C)(C)c1ccc(OCC(=O)Nc2ccncc2)cc1,?,?,8%,-12%,7%,-1%,-3%,0%,7.6µM*,2%
Cn1c(CCCOc2ccc(Cl)cc2Cl)nnc1SCC(=O)Nc1cccc(F)c1,-30%,?,0%,?,?,0%,11%,0%,4.8µM*,4%
O=S(=O)(Nc1cccc2ncccc12)c1cccs1,2.2µM*,1%[0.365 µM],-82%[inhibitor],-25%,11%,-60%[inhibitor],-11%,-20%,-12%,-12%
CC(CN1CCCCC1)OC(=O)C(C)(c1ccccc1)c1ccccc1 (stereo unspecified),-21%,-11%,-9%,1%,-1%,-11%,-2%,11%,0%,3%
COc1ccc2c(c1)C(=O)N(c1ccc(C)cc1C)C(=O)C2(C)C,13%,3%,-5%,-6%,2%,-4%,-2%,0%,-2%,-2%

Whole records, looked up by structure. Values in the order: RORg inh	Gal4-VP16 FLuc	BRCA1 expr act	p53 reactivator	MBNL1 CUG block	ELG1 genotox	Rab9 prom act	NPC1 prom act	FLuc counter	uPA generation
CC(CN1CCCCC1)OC(=O)C(C)(c1ccccc1)c1ccccc1 (stereo unspecified) as listed: -21%	-11%	-9%	1%	-1%	-11%	-2%	11%	0%	3%
CC(=O)c1ccccc1NC(=O)COC(=O)Cc1cccc(C(F)(F)F)c1 as listed: ·	·	15%	0%	·	-2%	4%	2%	2%	2%

(cont.)
SMILES,RORg inh,Gal4-VP16 FLuc,BRCA1 expr act,p53 reactivator,MBNL1 CUG block,ELG1 genotox,Rab9 prom act,NPC1 prom act,FLuc counter,uPA generation
O=C(Cn1ccsc1=NC(=O)c1ccco1)c1ccccc1,19%,5%,11%,?,-4%,0%,10%,-1%,0%,-5%
CCc1ccc2[nH]c(=O)c(CN(CCN(C)C)C(=O)Nc3ccccc3OC)cc2c1,18%,7%,-46%,-30%,-6%,0%,-4%,-2%,0%,-8%
Cc1c(C(=O)O)sc2nc(/C=C/c3cccc(F)c3)[nH]c(=O)c12,11%,2%,0%,25%,?,9%,13%,-1%,?,1%
O=C(Nc1cccc(Br)c1)c1cccc(OC(=S)N2CCOCC2)c1,?,-11%,-87%[inhibitor],-17%,8%,-10%,3%,-4%,-11%,-8%
OCCN(CC#CC(O)(c1ccccc1)C1CCCCC1)CCO (stereo unspecified),27%,-6%,-6%,10%,1%,2%,2%,-1%,4%,12%
CCN(CC)S(=O)(=O)c1cccc(NC(=O)COC(=O)/C=C/c2cccs2)c1,?,-40%,0%,-1%,?,-3%,1%,1%,-6%,0%
COc1ccccc1-c1nc(COc2ccc(Cl)cc2Cl)no1,12%,5%,4.5µM*,25%,-16%,?,4µM*,3.5µM*,8.5µM*,8%
Cc1ccc(C(=O)NC2CCCN(c3ccc(C(F)(F)F)cn3)C2)cn1 (stereo unspecified),22%,-1%,-7%,-1%,-3%,-12%,-7%,-1%,4%,1%
Cc1ccc(OCC(=O)Nc2nnc(S(=O)(=O)N3CCCCC3)s2)cc1,-13%,0%,-12%,-2%,-1%,-1%,-6%,0%,-18%,14%
Cc1ccc(OCC(=O)N(C)CC(=O)Nc2ccc(F)c(F)c2F)cc1,·,·,9%,-4%,·,-2%,-3%,3%,-1%,0%
Cc1cc(C(=O)CN2C(=O)C(=O)N(CC(C)C)C2=O)c(C)n1C1CC1,·,·,3.2µM*,?,·,17%,23%,12%,?,-9%
O=C(NNC(=O)c1ccccc1Br)c1ccc2nc[nH]c2c1,-15%,-14%,18%,-18%,5%,-6%,3%,5%,-14%,-17%
CC(OC(=O)C1CC(=O)N(Cc2ccccc2)C1)C(=O)Nc1ccccc1[N+](=O)[O-] (stereo unspecified),·,·,17%,6%,·,-3%,12%,3%,1%,-1%
CN1CCN(c2ccc(NC(=O)c3ccc(-c4ccc(Cl)cc4)o3)cc2)CC1,-45%,?,5%,-19%,?,-11%,0%,2%,24µM*,-1%
O=C(NCCCN1CCOCC1)c1cc(-c2ccc(O)cc2)on1,-4%,22%,-14%,7%,?,1%,-2%,2%,-2%,?
O=C(NCc1ccco1)c1cnn2c(C(F)(F)F)cc(-c3ccco3)nc12,22%,9%,-32%,7%,20%,-1%,-7%,-4%,7%,-2%
COC(=O)CC/C(C)=N\Nc1ccc([N+](=O)[O-])cc1[N+](=O)[O-],22%,-4%,4%,-10%,?,0%,-1%,-4%,-1%,·
COc1ccc(/C=C2\Oc3cc(OCC(=O)N4CC(O)C[C@H]4C(=O)O)ccc3C2=O)cc1OC (stereo partly specified),-8%,5%,-9%,19%,?,7%,-3%,2%,?,1%
O=C(Nc1nc2ccc(F)cc2s1)C1CCCO1 (stereo unspecified),-21%,-11%,?,7%,-6%,?,2.2µM*,1.1µM*,6.7µM*,-1%
C=CCN1C(=O)CN=C1NCc1ccccc1,-4%,1%,-5%,3%,-15%,1%,1%,-1%,0%,-2%

Assay outcomes as filed in PubChem.
